High-throughput results (PubChem)
EP2 mod: EP2 receptor modulators, cAMP readout, primary screen, cell-based, HTRF cAMP, PGE2 stimulation. Prostaglandin E2 receptor EP2 subtype (Homo sapiens), P43116. EP2-expressing cells, cAMP HTRF FRET, PGE2 co-stimulation. induction, % at 25 µM. actives 0.83% (n = 260,000). AID 940, 2007;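 active means compounds whose cAMP rise, as percent of the full-agonist control response, exceeds 60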;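 further: rat C6 glioma line stably carrying human EP2 under a CMV promoter; the protocol text gives 20 µM as final concentration; 100% = response of wells given 1 µM PGE2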
Target sequence (P43116 whole entry, looked up): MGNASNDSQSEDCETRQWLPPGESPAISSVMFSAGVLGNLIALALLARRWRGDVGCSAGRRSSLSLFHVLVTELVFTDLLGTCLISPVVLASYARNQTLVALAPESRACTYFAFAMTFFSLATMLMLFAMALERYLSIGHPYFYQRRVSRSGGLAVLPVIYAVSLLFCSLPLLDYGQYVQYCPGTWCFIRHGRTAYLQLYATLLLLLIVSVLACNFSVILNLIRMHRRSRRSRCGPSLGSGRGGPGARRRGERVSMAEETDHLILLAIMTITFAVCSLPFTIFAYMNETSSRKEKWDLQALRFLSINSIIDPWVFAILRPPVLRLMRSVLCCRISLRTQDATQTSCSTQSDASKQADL
An asterisk follows results filed as active; & = joins results of further samples.

SMILES | EP2 mod
CCCC1c2cccn2CCN1Cc1ccc(OCC(=O)N2CCOCC2)cc1 (stereo not drawn) | -31
COc1ccccc1NC(=O)c1sc(NC(=O)CCc2ccccc2)c(C#N)c1C | 33
O=C1NC2(CCN(C(=O)C3(c4ccc(Cl)cc4)CCC3)CC2)Oc2ccccc21 | -62
COc1ccc(-c2cc(C(F)(F)F)nc(SCCC(=O)N(C)Cc3cnn(C)c3)n2)cc1 | -94
COc1ccc(CN2CC(O)=C(c3nc4ccccc4s3)C2=N)cc1OC | -55
CCN(CC)C(=O)N1CCC(c2ncncc2-c2ccncc2)CC1 | -35
CC(C)(C)C(=O)N1CCCc2cc(C(O)CN3CCCCC3)ccc21 (stereo not drawn) | -11
O=C(C1CCCC1)N1CCCC(n2nc(-c3cccs3)ccc2=O)C1 (stereo not drawn) | 16
COC(=O)c1sc(NC(=O)CSc2nc3c(c(=O)n(C)c(=O)n3C)n2C)nc1C | -9
Cc1ccc(C)c2[nH]c(=O)c(CN(Cc3nnnn3Cc3ccccc3)C3CCCCC3)cc12 | 44
CS(=O)(=O)c1cnc2ncnn2c1C1CCCN(C(=O)C2CCCC2)C1 (stereo not drawn) | 19
COCCNC(=O)Cn1ncc2c3oc(C)cc3n(C)c2c1=O | 7
Cc1cc(C)nc(SCCSc2nc(C)cc(C)n2)n1 | -7
CCn1cc(C(=O)N2CCN(Cc3cccc(OC)c3)C[C@@H]2C)c(C)n1 | -52
CCC(C)N1CCN(S(=O)(=O)c2ccc(C)cc2)CC1 (stereo not drawn) | -15
O=C(O)/C=C(\CC(=O)O)C(=O)O | 26
Cc1nc2c(c(=O)[nH]1)CCN(C(=O)CCN1C(=O)C3CCCCC3C1=O)C2 (stereo not drawn) | 3
Clc1cccc(Cl)c1Cn1nnc2ccccc21 | 10
COc1ccc(C(=O)CCN(C)C)c2ccccc12 | 4
NC(=O)C1CCN(C(=O)c2cc(-c3ccccc3)on2)CC1 | -8
CCCN(CC1CCCO1)C(=O)COc1ncnc2ccccc12 (stereo not drawn) | -15
COc1ccc2nc(CN(Cc3ccncc3)C3CC(C)(C)NC(C)(C)C3)ccc2c1 | -63
COc1ccc(OC)c(CC(=O)N2CCn3c(nnc3C3CC3)C2)c1 | -9
Cc1cc(=O)[nH]c2c1c(=O)[nH]n2C1CCCC1 | 10
CC1(C)Cc2c(ccc3ccccc23)-c2nnc(-c3cccc(N)c3)n21 | -38
Nc1nc2ccc(C(=O)Nc3c(Cl)cccc3Cl)cc2s1 | -65
CNC(=S)N(Cc1cccnc1)Cc1cc2cc3c(cc2[nH]c1=O)OCCO3 | -14
CCOC(=O)c1sc(NC(=O)C(C)C)c(C(=O)OCC)c1C | 24
Fc1cccc(CN(CCCn2ccnc2)Cc2cnn(C3CCCCC3)c2)c1 | -73
Cc1cc(C)n(CC(O)CN(Cc2ccc(F)cc2)Cc2ccco2)n1 (stereo not drawn) | 1
Cc1cc2cc(C)c3nnc(SCc4cccnc4)n3c2cc1C | 7
c1ccc(CCN2CCC3(CC2)Nc2ccccc2-n2cccc23)cc1 | -31
CCn1cc(C(=O)NCCc2nc(-c3ccncc3)n[nH]2)cn1 | -8
CC(C)N(C(=O)CSc1nnc(-c2ccccc2Cl)o1)C(C)C | -44
O=C(Nc1sc(NC(=O)c2ccco2)nc1-c1cccs1)c1ccccc1 | -19
COc1ccc(-c2cc(C#N)on2)c(OC)c1 | -88
COCCNC(=O)CN1CCC(O)(c2ccccn2)CC1 | -12
CCn1c(=O)c(C(=O)NCCN2CCNCC2)c(O)c2ccccc21 | -37
COc1cccc2c1oc(=O)c1c(NC(C)=O)nc(-c3ccccc3)nc12 | 10
Oc1ccc(-c2nc3cnccn3c2NCc2cccs2)c(O)c1 | -80

2 successive entries from above:
SMILES | EP2 mod
CNC(=S)N(Cc1cccnc1)Cc1cc2cc3c(cc2[nH]c1=O)OCCO3 | -14
CCOC(=O)c1sc(NC(=O)C(C)C)c(C(=O)OCC)c1C | 24

(listing goes on)
SMILES | EP2 mod
COc1ccccc1-c1ocnc1C(=O)Nc1cccnc1 | -26
CCc1nnc2sc(-c3ccc(NC(=O)COc4ccc(OC)cc4)cc3)nn12 | 24
COc1ccc(NCc2ccc(O)c3ncccc23)c(OC)c1 | -92
Nc1c(S(=O)(=O)O)cc(Nc2cccc(S(N)(=O)=O)c2)c2c1C(=O)c1ccccc1C2=O | 2
Cc1ccccc1NC(=O)CSc1nc2sc3c(c2c(=O)[nH]1)CCCC3 | -47
CC(C)CN(C)c1nc(N)c(C(=O)N=C(N)N)nc1Cl | -16
CC(C(=O)N1CCC2(CC1)NC(=O)c1cccnc1N2C)n1ncc2ccccc2c1=O (stereo not drawn) | -5
O=C(c1c[nH]c2ccc(F)cc2c1=O)N1CCN(C2CCCCC2)CC1 | -19
COc1ccc(C)cc1N(CC(=O)N1CCN(c2ccc(F)cc2)CC1)S(C)(=O)=O | -9
C=CCOc1ccccc1NC(=O)c1cnc(SC)nc1 | 12
CC(CN(C)Cc1ccccc1)OC(=O)c1ccco1 (stereo not drawn) | -17
Cn1c([N+](=O)[O-])cnc1CN1CCN(CCO)CC1 | 11
COc1ccc(NC(=O)c2ccco2)cc1NC(=O)c1c(OC)cccc1OC | 18
Cc1ccc(C)c2[nH]c(=O)c(CN(CCCO)S(=O)(=O)c3ccc(C(C)(C)C)cc3)cc12 | 43
O=C(O)CCNc1ncnc2nc[nH]c12 | 5
Cc1ccc(NC(=S)N(Cc2ccco2)Cc2cc3ccc(C)c(C)c3[nH]c2=O)cc1 | -1
CN1[C@@H](c2ccccc2)CC(=NO)C[C@H]1c1ccccc1 | 39
CCOc1cc(CN2CCC(O)(c3ccccc3OC)CC2)c(C)cc1OC | -5
O=C1OC2(CCCC2)OC(=O)C1=Cc1ccc(N2CCOCC2)o1 | -60
O=C(CSc1nncn1-c1ccccn1)Nc1ccc(Cl)c(C(F)(F)F)c1 | -83
NCCCCCC(=O)O | -5&0
C#CCOCC1Cc2c(C)nn(C(N)=S)c2O1 (stereo not drawn) | 0
COc1ccc2cc(CN(C3CCCC3)C(c3nnnn3Cc3ccco3)C(C)C)c(=O)[nH]c2c1 (stereo not drawn) | 15
Oc1ccc(-c2nc(-c3ccc(F)cc3)c(-c3ccncc3)[nH]2)cc1 | -15
CC1CCN(C(=O)Cn2ncc3cccn3c2=O)CC1 | 4
Cc1c(CN(C)C(=O)CSc2nc(-c3cccs3)cc(C(F)(F)F)n2)cnn1C | 10
CCN1CCCC1CNC(=O)C(=O)Nc1ccccc1C (stereo not drawn) | 3
Oc1ccc2c(c1)C(O)CC1(CCN(CC(O)c3ccc(Cl)c(Cl)c3)CC1)O2 (stereo not drawn) | -96
COc1ccc2[nH]c(=O)c(CN(C3CCCCC3)C(c3nnnn3C(C)(C)C)C(C)C)cc2c1 (stereo not drawn) | 5
COc1ccc(NC(=O)CSc2nnc3c4c(C)c(C)sc4nc(C(C)C)n23)c(OC)c1 | -4
COc1ccc(CCNCc2cc3c(C)cc(C)cc3n3c(=O)n(C)nc23)cc1OC | -54
CCc1cc2cc3c(cc2nc1SCC(=O)NCCc1ccc(OC)c(OC)c1)OCCO3 | 18
CCOc1ccc(/C=C/c2[nH]c(=O)[nH]c(=O)c2[N+](=O)[O-])cc1OCC | 9
COCCn1c(SCC(=O)Nc2nc(C)cs2)nnc1-c1ccncc1 | -10
COC(=O)CC1=C(C(=O)OC)C(c2ccc(F)cc2)C(C#N)=C(N)O1 (stereo not drawn) | -6
COc1ccc(CC(=O)N2CCCC(c3[nH]ncc3-c3cc(C)no3)C2)cc1 (stereo not drawn) | -15
Oc1ccccc1CNCc1ccccc1O | 11
CC(=O)N1CCCC(c2ncncc2-c2ccncc2)C1 (stereo not drawn) | -3
CCOc1ccc(N2CC(C(=O)Nc3ccc4ccccc4c3)CC2=O)cc1 (stereo not drawn) | -20
COc1ccc(NC(=O)CSc2nnc(-c3ccncc3)n2C)c(OC)c1 | -8
CCc1nn(CC(=O)NCC2CC2)c(=O)c2cc3sccc3n12 | -30
COc1ccc(-c2ccc(CN(Cc3ccc4c(c3)OCO4)CC(C)O)cc2)cc1 (stereo not drawn) | -60
COc1ccc(NC(=O)C2(c3ccc(OC)cc3)CCOCC2)cc1 | 3
Cn1c(=O)n(CC(=O)Nc2ccccc2N2CCOCC2)c2cccnc21 | -48
CCOC(=O)c1c(NC(=O)CSc2nnc(C)c(C)n2)sc2c1CCCC2 | 25
CC(=O)c1cc(C(=O)NC2(c3cccc(F)c3)CCCC2)cs1 | -3
O=C(Cn1nc(-c2cccc(F)c2)n(-c2ccncc2)c1=O)N1CCCC1 | 9
CC1CCc2cc(F)ccc2N1C(=O)CSc1nnc(-c2ccccc2O)n1CC1CCCO1 (stereo not drawn) | -15
CS(=O)(=O)N(CC(=O)NCc1ccco1)C1CCCCC1 | -62
O=C(c1cnn2cccnc12)N1CCn2c(nnc2C2CC2)C1 | 14
CCn1c(C)[n+](CC(O)COc2ccc(Cl)cc2)c2ccccc21 (stereo not drawn) | -5
COCCn1c(N2CCN(CCO)CC2)nc2c1c(=O)[nH]c(=O)n2C | -15
Cc1cccc(C2(O)CCN(C(=O)c3cc(-c4cnn(C)c4)n[nH]3)CC2)c1 | -59
COc1cccc2cc(-c3nnc(SCC(=O)Nc4ccc(F)cc4)n3C)oc12 | -32
Cc1nn(CC(=O)N2CCN(c3ccccc3F)CC2)c(=O)c2cc3occc3n12 | -10
Cc1ccc(CN(CCCN2CCOCC2)Cc2ccc(O)cc2)o1 | 30
Cc1nn(CC(O)COc2ccc3ccccc3c2)c(C)c1Cl (stereo not drawn) | -73
Cc1cc(C)c2nc(NCCNC(=O)NCc3ccccc3)c(C#N)cc2c1 | -20
N#Cc1ccc(NC(=O)c2ccco2)cc1 | -8
Cc1occc1-c1nnc(SCC(N)=O)n1CC1CCCO1 (stereo not drawn) | -14
Going on with the list:
SMILES | EP2 mod
O=C(Nc1cccnc1)c1cc(-c2ccccc2Cl)on1 | -36
O=C(/C=C/c1ccccc1)NCCc1c[nH]c2ccccc12 | -134
COc1ccc(C(=O)O)cc1Cn1cccn1 | -53
CC1(C)S[C@@H]2[C@H](NC(=O)[C@H](NC(=O)N3CCNC3=O)c3ccccc3)C(=O)N2C1C(=O)O (stereo partly drawn) | 30
COc1ccccc1CN(Cc1cc2c(C)cc(C)cc2[nH]c1=O)C(=O)NC1CCCCC1 | 16
CC(=O)N1CCCc2cc(C(O)CN3CCC(C(F)(F)F)CC3)ccc21 (stereo not drawn) | -4
CC1=C(C#N)c2nc(N)c(C#N)c(C)c2/C1=C\c1ccc(Cl)s1 | -75
O=C(O)Cc1cc(I)c(Oc2cc(I)c(O)c(I)c2)c(I)c1 | -4
COc1ccc(S(=O)(=O)NCC(=O)NCC2CCCO2)cc1 (stereo not drawn) | 13
O=C(O)c1cc(Cl)c(Cl)cc1C(=O)NCCc1ccncc1 | -19
COc1ccc2c(c1)NC1(CCN(C(=O)c3c(C)noc3C)CC1)c1cccn1-2 | -87
COCCn1c(SCC(=O)Nc2sc3c(c2C(N)=O)CCCC3)nnc1-c1ccccc1 | -59
CCOC(=O)N1CCN(C(=O)CCN2C(=O)/C(=C\c3cccc(OC)c3)SC2=S)CC1 | -18
CCc1nn(CC(=O)OC(C)C)c(=O)c2cc3sc(C)cc3n12 | -40
Cc1ccc(-c2nc(CNC(=O)CCN3Cc4ccccc4C3=O)no2)cc1 | -46
COc1ccc(CNC(=O)CCSc2nc(-c3ccco3)cc(C(F)(F)F)n2)cc1OC | -21
COC(=O)c1sc(NC(=O)c2cccc(OC)c2)c(C#N)c1C | -23
CCOC(=O)c1c(NC(=O)CSc2nnc(C)n2-c2ccccc2)sc(C(C)=O)c1C | -11
O=C(CN1CCN(S(=O)(=O)c2ccccc2Cl)CC1)NC1CCCCC1 | -36
CCc1ccc(-n2nnnc2SCC(=O)Nc2nnc(CC)s2)cc1 | 9
NCCCCCCCCCCN | 24
Cc1cc(-c2cncnc2C2CCCN(C(=O)c3ccncc3)C2)on1 (stereo not drawn) | -8
O=S(=O)(c1ccc(S(=O)(=O)N2CCCC2)cc1)N1CCCCC1 | -5
O=C(Nc1ccc(Cl)cc1Cl)C1CC(=O)n2ncnc2N1 (stereo not drawn) | -20
O=C(c1nc2ccccc2s1)C1CCN(C(=O)Cc2cccc(Cl)c2)CC1 | -59
COc1ccccc1NC(=O)c1sc2nc3c(C)cccc3cc2c1N | -7
O=C(CSc1ncnc2sc3c(c12)CCCC3)OCc1ccccc1 | 62*

Grouped by structure, the compounds so far with fluorine
SMILES | EP2 mod
COc1ccc(-c2cc(C(F)(F)F)nc(SCCC(=O)N(C)Cc3cnn(C)c3)n2)cc1 | -94
Fc1cccc(CN(CCCn2ccnc2)Cc2cnn(C3CCCCC3)c2)c1 | -73
Cc1cc(C)n(CC(O)CN(Cc2ccc(F)cc2)Cc2ccco2)n1 (stereo not drawn) | 1
O=C(c1c[nH]c2ccc(F)cc2c1=O)N1CCN(C2CCCCC2)CC1 | -19
COc1ccc(C)cc1N(CC(=O)N1CCN(c2ccc(F)cc2)CC1)S(C)(=O)=O | -9
O=C(CSc1nncn1-c1ccccn1)Nc1ccc(Cl)c(C(F)(F)F)c1 | -83
Oc1ccc(-c2nc(-c3ccc(F)cc3)c(-c3ccncc3)[nH]2)cc1 | -15
Cc1c(CN(C)C(=O)CSc2nc(-c3cccs3)cc(C(F)(F)F)n2)cnn1C | 10
COC(=O)CC1=C(C(=O)OC)C(c2ccc(F)cc2)C(C#N)=C(N)O1 (stereo not drawn) | -6
CC(=O)c1cc(C(=O)NC2(c3cccc(F)c3)CCCC2)cs1 | -3
O=C(Cn1nc(-c2cccc(F)c2)n(-c2ccncc2)c1=O)N1CCCC1 | 9
CC1CCc2cc(F)ccc2N1C(=O)CSc1nnc(-c2ccccc2O)n1CC1CCCO1 (stereo not drawn) | -15
COc1cccc2cc(-c3nnc(SCC(=O)Nc4ccc(F)cc4)n3C)oc12 | -32
Cc1nn(CC(=O)N2CCN(c3ccccc3F)CC2)c(=O)c2cc3occc3n12 | -10
CC(=O)N1CCCc2cc(C(O)CN3CCC(C(F)(F)F)CC3)ccc21 (stereo not drawn) | -4
COc1ccc(CNC(=O)CCSc2nc(-c3ccco3)cc(C(F)(F)F)n2)cc1OC | -21

The list is partial; the hit share may differ from the screen's.
